All columns: NCI-60 one-dose screen, growth in % after 48 h at 10 µM unless noted; 100 = growth as untreated, 0 = no growth, -100 = all killed.
CCRF-CEM = CCRF-CEM leukemia; 77,000 compounds, 7% hits
MOLT-4 = MOLT-4 leukemia cells; 80,000 compounds, 6.9% hits; AID 1794779
HOP-62 = HOP-62 NSCLC; 80,000 compounds, 3.9% hits; AID 1794735
HOP-92 = HOP-92 NSCLC cells; AID 1794738; 71,000 compounds, 6.3% hits
EKVX = EKVX NSCLC | 71,000 compounds, 3% hits | AID 1794765
SR = SR leukemia cells. 73,000 compounds, 8.7% hits
RPMI-8226 = RPMI-8226 leukemia cells; 77,000 compounds, 7.5% hits
A549/ATCC = A549/ATCC NSCLC. 81,000 compounds, 3.7% hits. AID 1794740
* hit, by the source's call; . = no result given; & = joins results of further samples; [ ] = another dose, or the depositor's remark. Rule for the calls: active = growth percent below 10; inactive = the rest.

SMILES	CCRF-CEM	MOLT-4	HOP-62	HOP-92	EKVX	SR	RPMI-8226	A549/ATCC
O=C(CSc1nnc(-c2ccc(NC(=O)c3cccnc3)cc2)o1)Nc1ccc(F)cc1	86	95	108	114	110	.	.	105
CC(C(Cl)c1ccccc1)S(=O)c1ccccc1 (stereo not given)	94	97	100	90	.	109	93	94
CCC(C)NCC(O)(c1ccc(Cl)cc1)c1ccc(Cl)cc1 (stereo not given)	87	74	99	118	.	73	76	72
CCCCCC(=O)OCCC1CCCCC1	84	96	99	70	108	89	103	98
C=C(C)[C@@H]1CC[C@]2(C(=O)N3CCN(CC)CC3)CC[C@]3(C)[C@H](CC[C@@H]4[C@@](C)(CCC(=O)N5CCN(CC)CC5)[C@H](C(=C)C)CC[C@]43C)[C@@H]12	49	34	89	52	52	5.7*	22	57
CCCCCCCCCc1ccc(OC(C)=O)cc1	.	108	113	98	108	102	92	99
Cc1ccc(Nc2nc(-c3ccc(O)cc3)nc3n[nH]c(Nc4ccccc4)c23)cc1	30	36	65	.	61	16	56	47
CCOC(=O)c1cnc(SCC)[nH]c1=O	94	113	82	.	115	111	81	104
COC(=O)c1cc(C(=CCC[C@H]2CC[C@@]3(C)C(CC[C@@H]4C3CC[C@@]3(C)C4CC[C@@H]3[C@H](C)CCCC(C)C)C2)c2cc(Cl)c(OC)c(C(=O)OC)c2)cc(Cl)c1OC (stereo not given in full)	101	107	.	98	94	101	100	98
COc1ccc(C(=O)O)cc1	100	102	111	65	88&104	94	115&112	100&101
CC(C)(C)CC(C)(C)[N+](=O)[O-]	104	106	97	84	.	99	102	101
CCSc1nnc(-c2ccc(NC(=O)c3cccnc3)cc2)o1	89	91	102	119	109	.	.	106
CCOC(=O)C1(NC(=O)C(CO)NC(C)=O)CCCC1 (stereo not given)	95	84	80	89	98	90	102	97
Cc1ccc(-c2cc(-c3cnn(-c4ccccc4)n3)nc(N)n2)cc1	100	99	104	92	98	.	110	91
O=C(N/N=C/c1ccc(Cl)cc1)c1ccccc1Nc1ccnc(C(F)(F)F)c1	.	87	107	62	87	22	106	121
Cc1cc(=O)oc2cc(OCCOc3cccc(/C=C/C(=O)NO)c3)ccc12	86	74	101	84	96	27	62	102
CCSC1=Nc2c(c(-c3ccccc3)cn2-c2ccc(C)cc2)C2=NCCN12	104	102	95	101	90	94	92	101
C=CCN(CC=C)c1nc(N)nc(N)n1	.	109	95	76	98	86	107	106
Fc1ccc(-c2cc3nc(C(Cl)Cl)nc(-c4ccccc4)n3n2)cc1	56	24	-37*	-28*	1.5*	3.8*	-16*	-46*
CCOC(=O)CCn1c(-c2ccccc2)cc(-c2ccccc2)c(C#N)c1=O	95	94	86	64	94	77	103	97
COc1ccc(C(=S)N2CCN(c3ccccc3C)CC2)cc1	57	49	97	78	97	57	65	89
COc1cc(/C=C\c2cc(/C=C\c3ccc(O)c(OC)c3)n(C(=O)CNc3ccccc3OC)n2)ccc1O	45	59	86	82	92	2.4*	80	84
Nc1nc(Cl)c2[nH]cnc2n1	115	114	95	.	100	96	107	.
CCOc1cc(NC(=O)Nc2ccc(Oc3ccnc(C(=O)NC)c3)cc2F)ccc1Cl	49	34	56	86	47	66	53	61
O=C1/C(=C/c2ccc(I)cc2)Cc2cc3c(cc21)OCO3	99	103	81	82	92	46	93	99

The final 2 records of the part before lead into the next:
SMILES	CCRF-CEM	MOLT-4	HOP-62	HOP-92	EKVX	SR	RPMI-8226	A549/ATCC
CCOc1cc(NC(=O)Nc2ccc(Oc3ccnc(C(=O)NC)c3)cc2F)ccc1Cl	49	34	56	86	47	66	53	61
O=C1/C(=C/c2ccc(I)cc2)Cc2cc3c(cc21)OCO3	99	103	81	82	92	46	93	99
O=c1ccc2ccccc2o1	87	.	108	.	109	.	.	94
COc1ccc(C2C=C(c3ccc(OC)c(OC)c3)N=C3SC=C(C)N32)c(Br)c1 (stereo not given)	101	84	108	156	.	.	102	103
CC1COC(C)(C)O1 (stereo not given)	87	98	97	90	.	.	91	96
CS(=O)(=O)c1ccc(-c2nc3ccccn3c2/C=N/Nc2nc(-c3ccc(Cl)cc3)cs2)cc1	86	82	109	96	97	95	82	98
CC1=NN(c2nc3ccccc3n3c(C)nnc23)C(=O)C1	93	103	98	73	.	112	92	92
O=C(NCc1cc(C(F)(F)F)ccc1Cl)C1CCC(=O)N1c1cccs1 (stereo not given)	109	94	92	80	95	86	95	84
O=C(CCc1nnc2sc(Nc3ccc(Cl)cc3)nn12)c1nc2ccccc2[nH]1	85	84	90	.	84	.	100	96
CCS/C(Cl)=C(\Cl)SCC	.	94	113	72	.	79	103	99
Cc1cccc(-c2nc(Nc3ccc(C(=O)O)cc3)c3ccccc3n2)c1	75	78	95	71	83	68	70	78
O=C(Nc1ccccc1)Nc1ccc(Oc2ncnc3sc4c(c23)CCCC4)cc1	65	54	.	78	61	24	51	68
COc1ccc(-c2c3c(N)nc(-c4ccccn4)nc3nc3c2c(C)nn3-c2ccccc2)cc1	.	103	90	66	.	84	77	81
CCC(C)C(NC(=O)OC(C)(C)C)C(=O)OCc1c2c(c(OC)c3c1OCO3)C(C1OC(=O)c3c1ccc(OC)c3OC)N(C)CC2 (stereo not given)	92	105	84	88	94	106	96	98
COc1cc(-c2nn(-c3cccc(NC(=O)c4ccccc4)c3)cc2-c2ccncc2)ccc1Cl	2.1*	0.7*	27	9.2*	.	.	9.4*	4.8*
CN1C(=O)N(C)C2C1NC(=O)N2CC(=O)Nc1ccccc1O (stereo not given)	111	103	95	110	100	103	105	104
C=C1c2nc3ccccc3n2C=C(c2ccc(Cl)cc2)N1Cc1ccc(OC)cc1	86	65	118	77	71	-2.2*	31	85
CCOC(=O)C1=C2C(=O)[C@@]3(C)C=C(C)C[C@H]3C[C@H](C)[C@H]2CC[C@@H]1C	88	96	91	76	.	91	87	75
CC1=CC(=O)C(C(C)C)=CC1=Nc1cc(Br)c(O)c(Br)c1	-1.1*	24	13	35	44	.	-8.7*	28
C[Si](C)(C)CNCCNC[Si](C)(C)C	127	135	104	93	93	92	106	110
CS(=O)(=O)Nc1cc(-c2ccc3ncnc(Nc4ccc(OCc5cccnc5)c(Cl)c4)c3c2)cnc1Cl	11	-51*	24	-28*	-24*	-60*	-2.4*	46
COc1cc2[nH]c(O)c(C=O)c2cc1OC	94	108	112	97	100	99	107	95
O=C(CSC(=S)N1CCOCC1)NC(=O)c1ccccc1	97	97	100	113	104	89	102	104
C=CCNC(=S)N/N=C(\C)c1nnn(-c2ccc(Cl)cc2)c1C	90	94	108	102	105	91	100	102
CC(=O)NC1Oc2ccc(C)cc2-c2oc(=O)c(-c3ccccc3)cc21 (stereo not given)	95	91	101	85	109	77	45	91
CS/C(=N\S(=O)(=O)c1ccccc1)NNC(=O)c1c(-c2c(Cl)cccc2Cl)noc1C	91	89&96	104&101	97&86	96	.	97&99	104&98
COc1cc(/C=C/C(N)=O)cc(OC)c1OC	45	103	.	99	92	94	100	103

Going on with the list:
SMILES	CCRF-CEM	MOLT-4	HOP-62	HOP-92	EKVX	SR	RPMI-8226	A549/ATCC
O=C1NCCC12CCN(c1c(Cl)cncc1-c1ccc(O)cc1)CC2	99	102	112	114	86	94	85	95
Cc1ccc2c(c1)Sc1ccc3ccccc3c1N2	80	62	108	70	79	59	47	78
[O-][n+]1ccccc1CCc1cccc[n+]1[O-]	96	99	96	98	109	95	104	88
O=C1/C(=C/c2ccccc2)CN(C(=O)c2cccnc2)C/C1=C\c1ccccc1	-15*	1.0*	0.9*	79	30	4.7*	-20*	17
Cn1c(=O)c2c(nc(Br)n2CCC(=O)Nc2ccc(F)cc2)n(C)c1=O	99	96	92	.	108	107	101	85
OCC(CO)c1cnnc2ccccc12	111	92	107	62	124	92	113	85
Nc1ccc2ccccc2c1-c1c(N)ccc2ccccc12	13	17	43	53	36	4.3*	25	20
COc1cc2nc(N3CCC[C@@H](NC(=O)C4COc5ccccc5O4)C3)nc(N)c2cc1OC (stereo not given in full)	103&96	94&88	102&107	83&87	.	91&88	91&95	94&96
CCOC(=O)c1ccc(C)cc1	106	109	110	100	111	.	108	101
Cc1nc(-c2cc3ccccc3oc2=O)ccc1C(=O)/C=C/c1cccc2ccccc12	99	112	105	99	96	106	102	104
CC(=O)[C@H]1CC[C@H]2[C@@H]3CC[C@@H]4CC=C(C=O)C[C@]4(C)[C@H]3CC[C@]12C	83	73	122	68	.	73	58	92
CCOC(=O)C1=C(O)c2ccccc2C1=O	100	100	108	85	89	94	105	94
Nc1[nH]nc(Nc2ccccc2)c1S(=O)(=O)c1ccccc1	99	98	101	93	98	.	83	89
Cc1nc(-c2cc3ccccc3oc2=O)ccc1C(=O)/C=C/c1cccs1	97	99	96	90	94	83	93	104
Cc1ccc(N=C=C(c2ccccc2)c2ccccc2)cc1	1.6*	-1.0*	104	79	91	23	17	98
CN(C)CCOC(=O)Nc1ccc(Cc2ccc(NC(=O)OCCN(C)C)cc2)cc1	51[100 µM]	38[100 µM]	98[100 µM]	33[100 µM]	102[100 µM]	-39*[100 µM]	17[100 µM]	76[100 µM]
Cn1ncc2cc(CN3CCC(OCc4ccc(Cl)c(F)c4)CC3)ccc21	85	106	90	.	96	92	105	102
O=C(Cn1cc(COc2ncnc3c2cnn3-c2ccccc2)nn1)Nc1ccc(F)cc1	94	86	79	94	91	69	106	97
CCN(CC)CCCC(C)Nc1ccnc2cc(Cl)cnc12 (stereo not given) (tested in a mixture with another compound)	122	102	89	87	90	119	114	84
CCOC(=O)c1cnc(=S)[nH]c1N	97	98	108	78	109	110	113	102
CCN1C(=O)N(CC)C2NNC(Sc3c(C(=O)O)c4ccccc4n(CC(C)C)c3=O)=NC21 (stereo not given)	7.5*	6.5*	34	81	39	11	8.3*	21
OC(CBr)c1c(Cl)ccc2ccccc12 (stereo not given)	101	97	113	83	91	76	102	98
Cc1cc(CC(=O)O)n(C)c1C(=O)c1ccc(Cl)cc1	96	98	117	.	102	107	103	108
CCCCCCCSCCO	105	100	100	116	109	100	106	108
N#Cc1ccc(/C=N/N=C2\C(=O)Nc3ccc(F)cc32)cc1	108	110	104	106	99	97	105	104

Copied from the list.
Reading of CCOC(=O)c1ccc(C)cc1 in CCRF-CEM: 106
Reading of CCOC(=O)C1=C(O)c2ccccc2C1=O in MOLT-4: 100
Reading of Cc1cc(CC(=O)O)n(C)c1C(=O)c1ccc(Cl)cc1 in CCRF-CEM: 96
Reading of Cn1c(=O)c2c(nc(Br)n2CCC(=O)Nc2ccc(F)cc2)n(C)c1=O in RPMI-8226: 101
Reading of Cn1ncc2cc(CN3CCC(OCc4ccc(Cl)c(F)c4)CC3)ccc21 in A549/ATCC: 102
Reading of Cc1nc(-c2cc3ccccc3oc2=O)ccc1C(=O)/C=C/c1cccc2ccccc12 in HOP-92: 99
Reading of N#Cc1ccc(/C=N/N=C2\C(=O)Nc3ccc(F)cc32)cc1 in HOP-92: 106

Next results.
SMILES	CCRF-CEM	MOLT-4	HOP-62	HOP-92	EKVX	SR	RPMI-8226	A549/ATCC
Clc1ccc(C2=NN(c3ccccc3)C(c3sc(Cl)nc3Cl)C2)cc1 (stereo not given)	103	102	109	.	103	104	116	95
O=c1nc(Nc2cc(F)ccc2O)sc2ccccc12	75	89	105	95	92	115	58	92
Cc1ccc(C(C(N)=O)C(C(N)=O)c2ccccc2)cc1 (stereo not given)	93	100	111	100	113	92	95	95
COc1ccccc1N1CCN(C2=NN=C(c3cccc(Cl)c3)c3ccccc3C2)CC1	10	18	34	47	41	-15*	9.7*	17
Cc1nn(-c2ccccc2)cc1/C=C1\SC(N2CCOCC2)=NC1=O	95	96	104	107	112	86	.	93
COc1ccc(-c2csc(NC(=O)COc3ccc(C(C)=O)cc3)n2)cc1	95	96	98	94	.	99	109	104
O=c1c2ccccc2oc2ccc(OCCCCCN3CCCCC3)cc12	80	53	99	86	94	56	66	84
COc1ccc(-c2cc(-c3cccs3)n3c(C)nnc3c2C#N)cc1	99	94	95	76	158	98	110	109
C[C@H]1[C@H](/C=C/c2ccccc2)[C@H]1CCO	106	.	96	93	101	.	104	93
OCCN1CCNC1=S	101	87	93	103	98	93	98	89
CO[C@@H]1[C@@H](OC)N(S(=O)(=O)c2ccccc2)C(=O)N1S(=O)(=O)c1ccccc1	100	87	101	70	103	.	95	103
CNS(=O)(=O)c1ncnc2nc[nH]c12	95	107	109	100	117	103	69	126
CC(O)C(C)(C)S(=O)(=O)CCCc1ccccc1 (stereo not given)	103	113	99	93	109	113	99	102
CC(C)(C)c1ccc(Oc2ccc([N+](=O)[O-])cc2[N+](=O)[O-])c(Br)c1	74	94	89	74	99	93	89	75
CC(C)CC1NC(=O)C(CCCCN)NC(=O)C(CCCCN)NC(=O)C(Cc2ccccc2)NC(=O)C(CCCCN)NC(=O)C(CC(C)C)NC(=O)C(CC(N)=O)NC(=O)C(C(C)C)NC(=O)C(CC(C)C)NC(=O)C(CCCCN)NC(=O)C(CCCCN)NC(=O)C(Cc2ccccc2)NC1=O (stereo not given)	82	77	.	62	80	74	80	84

Quoted at random: 3 records from the list
SMILES	CCRF-CEM	MOLT-4	HOP-62	HOP-92	EKVX	SR	RPMI-8226	A549/ATCC
CCSC1=Nc2c(c(-c3ccccc3)cn2-c2ccc(C)cc2)C2=NCCN12	104	102	95	101	90	94	92	101
Cc1ccc(C(C(N)=O)C(C(N)=O)c2ccccc2)cc1 (stereo not given)	93	100	111	100	113	92	95	95
Fc1ccc(-c2cc3nc(C(Cl)Cl)nc(-c4ccccc4)n3n2)cc1	56	24	-37*	-28*	1.5*	3.8*	-16*	-46*
